Bioassay records (PubChem BioAssay)
AMA1-RON2 inh: inhibitors of Plasmodium falciparum AMA1-RON2 interaction. AlphaScreen AMA1-biotinylated RON2 peptide binding. Potency, µM (doses to about 58.2 µM), without a hit: at the top dose activity change, negative = inhibition, most hits filed as inhibitors. 360,000 compounds, 0.2% hits;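 further: potency means the concentration at half of the fitted maximal effect; 0% = vehicle wells and -100% = peptide control; nearly all actives have a fitted effect of over 45% in size; some results filed as inactive show a strong effect at the top dose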
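AMA1 (3D7) with his tag at 25 nM final met compounds first, then biotinylated RON2 peptide at 25 nM; detection used donor plus acceptor beads, 10 µg/mL apiece, read by AlphaScreen after 30 min at room temperature.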
HCMV antiviral: blocks human cytomegalovirus replication; HFF cells, HCMV-luciferase reporter, 72 h; hits give low values; activity change, negative = inhibition, % at 57.5 µM; 410,000 compounds, 4.5% hits; in the data active means activity change below about -60%; inconclusive means no clear call, values can overlap the other calls; inactive means above about -39%
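Human foreskin fibroblasts infected with luciferase-reporter HCMV at MOI 1 PFU/cell, compounds at two doses. Luciferase measured 72 h post infection; normalized to buffer-only basal and Salinomycin (10uM) controls.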
HCV inhibitor: HCV inhibition. Huh7.5.1 HCVcc-Cre infection, luciferase reporter, 44 h. 340,000 compounds, 3.4% hits. Potency, µM (top dose mostly 41.8 µM), for inactives: at the highest dose activity change, negative = inhibition, actives largely listed as inhibitors; further: potency means the concentration at half of the fitted maximal effect
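Compounds are dispensed onto cells plated 4 h earlier at 1,000 per well, with HCVcc-Cre virus (about 0.5 moi) added next. Following 44 h of culture, luminescent signal is measured for 15 sec after 15 min with substrate at room temperature.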
AmpC inh detg: inhibitors of E. coli AmpC beta-lactamase with detergent; AmpC hydrolysis of nitrocefin, absorbance 480 nm, 0.01% Triton; AID 485294; P00811; Potency, µM (series often up to 114 µM), for inactives: at the top dose activity change, negative = inhibition, most hits filed as inhibitors; 370,000 compounds, 0.041% hits;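 further: potency means the concentration at half of the fitted maximal effect; 0% = no-compound wells and -100% = no-enzyme wells; nearly all actives have a fitted effect of over 25% in size; some results filed as inactive show a strong effect at the top dose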
Target sequence (P00811 whole entry, looked up): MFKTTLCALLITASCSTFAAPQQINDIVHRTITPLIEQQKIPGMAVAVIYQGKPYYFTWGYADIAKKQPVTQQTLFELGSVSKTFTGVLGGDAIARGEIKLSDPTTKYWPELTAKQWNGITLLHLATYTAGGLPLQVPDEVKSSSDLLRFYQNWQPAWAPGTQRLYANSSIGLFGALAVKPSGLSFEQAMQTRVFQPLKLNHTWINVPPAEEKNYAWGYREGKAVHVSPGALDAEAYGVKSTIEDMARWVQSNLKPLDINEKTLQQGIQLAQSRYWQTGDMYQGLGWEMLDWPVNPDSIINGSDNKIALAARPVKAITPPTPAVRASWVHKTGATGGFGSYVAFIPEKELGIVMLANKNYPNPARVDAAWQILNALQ
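AmpC (5.3 nM in the dispensed reagent) in 20 mM phosphate pH 7.0 with 0.01% (detergent screen) or 0.0001% Triton X-100 was preincubated with compounds for 15 min at room temperature. Nitrocefin was then added from an 800 uM solution, and hydrolysis was followed at 480 nm.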
Giardia FBPA inh: inhibitors of Giardia lamblia fructose-1,6-bisphosphate aldolase; 290,000 compounds, 0.71% hits; purified Giardia FBPA; Potency, µM (top dose mostly 59.6 µM), for the others: at the top dose activity, negative = inhibition, most hits filed as inhibitors; further: potency means the concentration at half of the fitted maximal effect; nearly all actives have a fitted effect of over 55% in size
Target sequence (A8B2U2 whole entry, looked up): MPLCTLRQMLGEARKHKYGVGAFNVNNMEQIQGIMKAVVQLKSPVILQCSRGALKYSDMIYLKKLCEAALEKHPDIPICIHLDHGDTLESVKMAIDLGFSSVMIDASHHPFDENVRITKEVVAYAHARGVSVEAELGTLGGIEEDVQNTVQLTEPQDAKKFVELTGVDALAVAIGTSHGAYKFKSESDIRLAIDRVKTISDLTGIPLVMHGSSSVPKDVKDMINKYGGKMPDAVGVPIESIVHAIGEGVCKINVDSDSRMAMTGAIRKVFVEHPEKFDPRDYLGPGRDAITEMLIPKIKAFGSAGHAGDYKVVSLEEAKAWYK
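Giardia FBPA (40 nM reagent) was preincubated 10 min at RT with compound (up to 57.5 uM final), then substrate plus GAPDH/TPI/NAD/arsenate coupling system with diaphorase/resazurin was added; resorufin fluorescence (525/598 nm) was read after 20 min.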
Sm TGR inh: S. mansoni TGR enzyme inhibition; purified TGR, DTNB reduction, TNB absorbance 405 nm; AID 485364; 360,000 compounds, 3% hits; Potency, µM (series often up to 114 µM), without a hit: at the top dose activity change, negative = inhibition, most hits filed as inhibitors; Q962Y6; further: potency means the concentration at half of the fitted maximal effect; nearly all actives have a fitted effect of over 60% in size
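TGR 20 nM + NADPH 100 uM (dispensed conc.), cpd preinc 15 min RT; start with NADPH (500 uM addition) then DTNB (15 mM addition). Kinetic TNB absorbance, 405 nm filter. Four-parameter Hill fit across titration.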
The depositor's hits bear a star; ? = inconclusive; · = no result given; & = joins results of further samples; [ ] = another dose, or the depositor's remark. Unless noted, the call rests on the fitted dose curve; in most records, active means well fitted curve in the direction sought with a large enough effect; inconclusive means small, poorly fitted or top-dose-only effect, or another doubt; inactive means no such curve, though single readings can be large; an effect the other way counts as inactive or inconclusive. Unless noted, on the % scale 0 is the no-effect control and ±100 the full control effect.

structure,AMA1-RON2 inh,HCMV antiviral,HCV inhibitor,AmpC inh detg,Giardia FBPA inh,Sm TGR inh
O=[N+]([O-])c1cccc(S(=O)(=O)N2CCN(c3ccccn3)CC2)c1,7%,-3,8%,2%,0%,28%
O=C(c1cccs1)c1coc2ccc(O)c(CN(CCO)CCO)c12,15%,43,18%,-20%,-22%,-30%
CCCc1cc(=O)oc2c(CN3CCCC3)c(O)c(Cl)cc12,3%,17,11%,-13%,-12%,0%
COc1ccccc1NC(=O)[C@@H]1CCCN1S(=O)(=O)c1ccc(Cl)cc1,-3%,0,8%,·,·,·
COc1ccc(N(CC(=O)NCc2ccccc2)S(=O)(=O)c2c(C)n[nH]c2C)cc1,-1%,-18,9%,5%,-7%,-9%
COC(C[C@H](O)[C@H](C)[C@@H](O)COCc1ccccc1)OC,8%,-13,26%,0%,9%,0%
CCC(CO)Oc1cc(NCc2ccc(C(F)(F)F)cc2)c2ncn(C(C)C)c2c1 (stereo unspecified),-4%,-28,11µM*,·,·,·
CC(=O)Nc1cccc(/C(C)=N/NC(N)=S)c1,68%[activator],57,-21%,-8%,18µM*,-4%
COC(=O)[C@@]1(Cc2ccc(F)cc2)[C@H]2c3cc(C(=O)N(C)C)n(CC4CC4)c3C[C@H]2CN1C(=O)c1ccccc1,-15%,12,·,·,-5%,·
N#Cc1cccc(NC(=O)Cn2cnc(S(=O)(=O)N3CCc4ccccc43)c2)c1,1%,·,?,-2%,·,6%
Cc1cccc(C)c1OCC(=O)Nc1ccccc1N1CCCCC1,-6%,?,?,-8%,·,11%
O=C(Nc1ccc(Cl)c(-c2nc3ccccc3o2)c1)c1ccc(-c2cccc([N+](=O)[O-])c2)o1,·,-103*,·,25%,·,-11%
O=C(/C=C/c1cccc([N+](=O)[O-])c1)N1CCN(Cc2ccccc2)CC1,7%,9,-23%,-7%,-12%,-3%
O=C(c1ccc2c(c1)N(Cc1ccc(F)cc1)C(=O)c1ccccc1S2(=O)=O)N1CCN(c2ccccn2)CC1,-20%,-92*,25µM*,-4%&19%,-7%,-6%&0%
Cc1ccc(C2(c3noc(CN4CCC(C(=O)N5CCOCC5)CC4)n3)CCCC2)cc1,0%,-21,-23%,-5%,-1%,-22%
Clc1ccc(-c2nc3ccccc3n2OCc2ccccc2)cc1,13%,-33,?,-9%,-1%,6%
COc1cccc(C(=O)NCCc2csc(-c3ccc(Cl)cc3)n2)c1,·,-35,·,-1%,·,-1%
Cc1nc2sc(C(c3cccs3)N3CCOCC3)c(O)n2n1 (stereo unspecified),11%,15,13%,-10%,-3%,6%
CN(C)S(=O)(=O)c1ccc(Cl)c(NC(=O)CN2C(=O)NC3(CCc4ccccc43)C2=O)c1 (stereo unspecified),2%,0,1%,3%,·,2%
CN(C)c1cccc2c1c(NC(=O)Nc1ccccc1)nn2C,5%,-36,-28%,8%,?,?

Exported with two lines to a compound: part of the list above.
Below each SMILES – AMA1-RON2 inh | HCMV antiviral | HCV inhibitor | AmpC inh detg | Giardia FBPA inh | Sm TGR inh
CCC(CO)Oc1cc(NCc2ccc(C(F)(F)F)cc2)c2ncn(C(C)C)c2c1 (stereo unspecified)
→ -4% | -28 | 11µM* | · | · | ·
CC(=O)Nc1cccc(/C(C)=N/NC(N)=S)c1
→ 68%[activator] | 57 | -21% | -8% | 18µM* | -4%
COC(=O)[C@@]1(Cc2ccc(F)cc2)[C@H]2c3cc(C(=O)N(C)C)n(CC4CC4)c3C[C@H]2CN1C(=O)c1ccccc1
→ -15% | 12 | · | · | -5% | ·
N#Cc1cccc(NC(=O)Cn2cnc(S(=O)(=O)N3CCc4ccccc43)c2)c1
→ 1% | · | ? | -2% | · | 6%
Cc1cccc(C)c1OCC(=O)Nc1ccccc1N1CCCCC1
→ -6% | ? | ? | -8% | · | 11%
O=C(Nc1ccc(Cl)c(-c2nc3ccccc3o2)c1)c1ccc(-c2cccc([N+](=O)[O-])c2)o1
→ · | -103* | · | 25% | · | -11%
O=C(/C=C/c1cccc([N+](=O)[O-])c1)N1CCN(Cc2ccccc2)CC1
→ 7% | 9 | -23% | -7% | -12% | -3%
O=C(c1ccc2c(c1)N(Cc1ccc(F)cc1)C(=O)c1ccccc1S2(=O)=O)N1CCN(c2ccccn2)CC1
→ -20% | -92* | 25µM* | -4%&19% | -7% | -6%&0%
Cc1ccc(C2(c3noc(CN4CCC(C(=O)N5CCOCC5)CC4)n3)CCCC2)cc1
→ 0% | -21 | -23% | -5% | -1% | -22%
Clc1ccc(-c2nc3ccccc3n2OCc2ccccc2)cc1
→ 13% | -33 | ? | -9% | -1% | 6%
COc1cccc(C(=O)NCCc2csc(-c3ccc(Cl)cc3)n2)c1
→ · | -35 | · | -1% | · | -1%
Cc1nc2sc(C(c3cccs3)N3CCOCC3)c(O)n2n1 (stereo unspecified)
→ 11% | 15 | 13% | -10% | -3% | 6%
CN(C)S(=O)(=O)c1ccc(Cl)c(NC(=O)CN2C(=O)NC3(CCc4ccccc43)C2=O)c1 (stereo unspecified)
→ 2% | 0 | 1% | 3% | · | 2%
CN(C)c1cccc2c1c(NC(=O)Nc1ccccc1)nn2C
→ 5% | -36 | -28% | 8% | ? | ?

The results go on:
structure,AMA1-RON2 inh,HCMV antiviral,HCV inhibitor,AmpC inh detg,Giardia FBPA inh,Sm TGR inh
O=C(Nc1nnc(SCc2ccc(F)cc2)s1)c1ccc2c(c1)C(=O)N(c1ccccc1Cl)C2=O,15%,-29,6%,-5%,20%,-1%
COc1ccc(S(=O)(=O)N2CCCC2)c2ccccc12,-8%,-2,-5%,?,11%,13%
COc1ccc(S(=O)(=O)NCCc2sc3nc(-c4ccc(C)cc4)nn3c2C)cc1F,·,-74*,·,3%,·,24%
CCOC(=O)CC(NC(=O)Cn1nnc(-c2ccccc2Cl)n1)c1ccc(OC)cc1 (stereo unspecified),32%[activator],-15&-15,?,1%&5%,0%,-1%&16%
Cc1cccc(NC(=S)NCCc2ccccc2)c1C,2%,-18,?,?,5%,-3%
O=C(CN1CCN(S(=O)(=O)c2ccc(F)cc2)CC1)Nc1cc(C(F)(F)F)ccc1Cl,-4%,86,6%,-16%,4%,-6%
CC(C)NC(=O)c1onc(CSc2ccc(Cl)cc2)c1C(=O)NC(C)C,8%,3,?,6%,-15%,17%
CCn1c(=O)n(CC)c2cc(N3CCCCC3)c(NC(=O)Nc3cc(C)cc(C)c3)cc21,·,-34,·,-1%,·,-17%
CCC1CCCCN1Cc1nc(Cc2ccccc2Cl)no1 (stereo unspecified),-24%,13,-4%,1%,1%,14%
CCN(Cc1ccccc1)Cc1c(O)ccc2oc(C)c(C(=O)Nc3ccccc3C)c12,·,?,·,-1%,·,-35%
CCCn1c(SCC(=O)Nc2cccc(F)c2)nc(O)cc1=O,-3%[11.6 µM],?,-6%,-7%,·,-2%
Cc1nnc2ccc(-c3ccc(NS(=O)(=O)c4ccccc4F)cc3)nn12,0%,-3,-18%,-12%,·,-2%
COc1ccc(N(CC(=O)Nc2cc([N+](=O)[O-])ccc2C)S(C)(=O)=O)cc1OC,11%,?,-1%,1%,1%,-7%
COc1cc(/C=N/NC(=O)CNC(=O)c2cccs2)ccc1O,-2%,36,12%,-1%,8%,-17%
Cc1nc(SCC(=O)NC(=O)NC2CCCCC2)nc(C)c1C,-10%,-23,?,1%,1%,7%
Cc1noc(C)c1C(=O)Nc1cc(S(=O)(=O)N2CCCCC2)ccc1N(C)C,19%,-10,?,?,·,-18%
Cc1cccc(C)c1NC(=O)NN(C(=O)c1ccccc1)C(C)(C)C,-12%,7,4%,6%,5%,1%
CC1CCN(c2nc3c(c(=O)[nH]c(=O)n3C)n2CCCc2ccccc2)CC1,-8%,?,10%,?,0%,2%
O=C(CSc1ccc(-c2ccccc2)nn1)NCc1ccco1,3%,2,-3%,-7%,12%,-21%
FC(F)(F)c1cccc(N2CCN(Cc3ccoc3)CC2)c1,-11%,-33,?,0%,?,2%

3 structures out of the list, ordered by length of the SMILES, highest first:
structure,AMA1-RON2 inh,HCMV antiviral,HCV inhibitor,AmpC inh detg,Giardia FBPA inh,Sm TGR inh
COc1ccc(N(CC(=O)Nc2cc([N+](=O)[O-])ccc2C)S(C)(=O)=O)cc1OC,11%,?,-1%,1%,1%,-7%
Cc1nnc2ccc(-c3ccc(NS(=O)(=O)c4ccccc4F)cc3)nn12,0%,-3,-18%,-12%,·,-2%
Cc1nc(SCC(=O)NC(=O)NC2CCCCC2)nc(C)c1C,-10%,-23,?,1%,1%,7%

The list continues:
structure,AMA1-RON2 inh,HCMV antiviral,HCV inhibitor,AmpC inh detg,Giardia FBPA inh,Sm TGR inh
Cc1ccc(NC(=O)CN2CCC(C(N)=O)CC2)cc1[N+](=O)[O-],9%,-19,1%,1%,0%,-4%
Cc1cccc(OCC(=O)Nc2cc(-c3ccccc3F)nn2-c2ccccc2)c1,·,24,·,19%,·,7%
Cn1cc(CN2CCC(C(O)CCc3ccccc3)CC2)c(-c2ccccc2F)n1 (stereo unspecified),8%,-6,23%,1%,-4%,3%
O=C(CSc1nnc(NC2CCCCC2)s1)NC1CCS(=O)(=O)C1 (stereo unspecified),33%,-19,-7%,-5%,2%,-7%
Cc1nc2c(Cl)cc(Cl)cc2[nH]1,0%,-65*,?,?,4%,12%
Cc1ccc(S(=O)(=O)N2C[C@@H]3c4ccccc4N(S(=O)(=O)c4ccc(C)cc4)[C@@H]3[C@@H](C)C2CC(=O)c2ccccc2)cc1 (stereo partly specified),0%,18,?,·,·,·
Nc1nc(CSc2n[nH]c(-c3ccccc3)n2)nc(Nc2ccccc2)n1,-2%,-30,3.2µM*,-8%,2%,0%
COc1ccc(N(C)C(=O)CCS(=O)(=O)c2cccc3nonc23)c(OC)c1,1%,14,17%&9%,10%,1%,?
CCc1ccc2nc3sc(C(=O)Nc4nnc(CC)s4)c(N)c3cc2c1,-30%,49,-17%,-14%,1%,-17%
CCOC(=O)c1ccccc1NC(=O)Cn1cnc2c(nnn2-c2ccc(C)cc2)c1=O,-1%,9,15%,?,4%,-3%
COc1cccc(-n2c(SCc3cccc(C)c3)nc3c([nH]c4ccccc43)c2=O)c1,·,6,·,1%,·,23%
Cc1ccc(S(=O)(=O)/N=C(/Nc2ccccc2C)c2ccccc2)cc1,-9%,17,-8%,·,·,·
Cc1cc(C)c2c3c(sc2n1)C(=O)N(C)CC(=O)N3,-9%,-15,3%,-4%,-7%,3%
O=S(=O)(Nc1ccc(-c2ccc3nncn3n2)cc1)c1cc(F)ccc1F,-6%,-17,5%,-15%,·,-8%
Cc1cc(C)cc(-n2c(C)cc(/C=N\NC(=O)COc3cccc4cccnc34)c2C)c1,64%[activator],-20,?,-13%,-4%,-10%
Cc1ccc(CC(NC(=O)c2ccccc2)C(=O)NCC(=O)O)cc1 (stereo unspecified),2%,-25,6%,-14%,-3%,24%
CC(=O)Nc1ccc(S(=O)(=O)N2CCSC2c2ccco2)cc1 (stereo unspecified),-8%,?,6%,5%,1%,1%
COc1ccc(/C=C2/CCCC(C(=O)C(F)(F)F)=C2O)cc1OC,52%[activator],1,?,-4%,-7%,?
CCOc1ccc(/C=N/n2nnnc2N)cc1OCC,-5%,86,-12%,-2%,8%,31%
CCc1nn2c(N3CCOCC3)cc(C)nc2c1-c1ccccc1,-9%,16,-16%,-8%,3%,0%
